PAX8 inh HTS: inhibitors of PAX8-driven TPO luciferase reporter, primary screen, RMG-I cells, single concentration | SteadyGlo, 24 h | inhibition, % at 12.6 µM | 360,000 tested, 1.2% active;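 active means mean replicate inhibition at least 60% with every replicate also reaching 60%; inconclusive means only one of the two criteria is met; inactive means mean below 60% and not all replicates reaching 60%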;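 further: luciferase light reporting Pax8 driven TPO promoter activity; plate controls were median of neutral control wells for no effect and mitoxantrone controls for full effect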
ARNT TACC3 PPI: disruptors of ARNT/TACC3 protein interaction, primary screen, biochemical, AlphaScreen, single concentration | Transforming acidic coiled-coil-containing protein 3 (Homo sapiens), Q9Y6A5 | AlphaScreen His-ARNT PAS-B/GST-TACC3 binding, luminescence; TACC3 fragment carries E629A point mutation | inhibition, % at 9.99 µM | 390,000 tested, 0.66% active;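 active means mean inhibition of replicates at least 50% and at least half of replicates each reaching 50%; inconclusive means half or more replicates reach 50% but mean below 50%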;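 further: 0% = complete ARNT plus TACC3 wells and 100% = ARNT alone without TACC3; many hits fall short of the cut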
DENV2 CPE rescue: inhibitors of DENV2 cytopathic effect, primary screen, cell-based, plate reader, single concentration. 350,000 tested, 1.7% active. DENV2-infected cells, cytopathic effect rescue. CPE inhibition, % at 9.99 µM; in the data active means CPE inhibition above about 20%, passing the limit was not always enough; inconclusive means no clear call, values can overlap the other calls; tested in BHK-21 cells;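 further: 0% = median of neutral control wells and 100% = median of positive control wells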
GSIS activator: GLuc luminescence reporter in INS-1E cells, primary screen for activators of glucose-dependent secretion of insulin; INS-1E GLuc reporter insulin secretion, 2-3 h; activation, % at 16.6 µM; 370,000 tested, 0.61% active;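 active means lowest replicate activation of at least 40%, so every replicate reaches that level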;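 further: 0% = median of neutral control wells and 100% = median of IBMX positive control wells; some compounds called inactive have numbers as strong as hits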
EWS-Fli block: EWS/Fli-driven NR0B1 reporter inhibitors, primary screen, A673 cells, NR0B1 luciferase, luminescence, MLPCN library; AID 651661, 2012; inhibition, % at 12.6 µM; 350,000 tested, 0.67% active; viability-normalised;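 active means mean inhibition of at least 50% after viability correction, with every replicate also passing that limit; inconclusive means mean reaches 50% but only one of two replicates passes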;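 further: firefly luciferase signal divided by Alamar Blue viability fluorescence both relative to DMSO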
Xi reactivation: activators of inactive X chromosome reactivation, primary screen, imaging, XiGFP fibroblasts, GFP high-content imaging, set 2; XiGFP mouse fibroblasts, % GFP-positive cells imaging, 3 d; cells co-treated with 5-aza-dC sensitizer; scaled so ellipticine positive control = 100%; activation, % at 7.58 µM; 360,000 tested, 0.055% active;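 active means mean normalized replicate activation at least 10% and every replicate at or above 10%; inconclusive means only one of the two criteria met; inactive means mean below 10% and not all replicates reach 10%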;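 further: 0% = median of on-plate neutral control wells and 100% = ellipticine 6 µM median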
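Material: XiGFP fibroblasts, SV40-immortalized; Buffer or medium: DMEM containing 5-aza-dC; Compound dosing: single point; Times: 3 days compound exposure.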
ERp5 block: inhibitors of ERp5-driven insulin aggregation, primary screen, biochemical, turbidity, absorbance 650 nm, single point | 90 min | inhibition, % at 9.99 µM | AID 651711, 2012 | Protein disulfide-isomerase A6 (Homo sapiens), Q15084 | 350,000 tested, 0.05% active;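 active means mean replicate inhibition above about 25%, with every replicate also reaching it, limit read from the data, passing the limit was not always enough; inconclusive means only one of those two criteria met; inactive means neither criterion met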
Target sequence (Q15084 whole entry, looked up): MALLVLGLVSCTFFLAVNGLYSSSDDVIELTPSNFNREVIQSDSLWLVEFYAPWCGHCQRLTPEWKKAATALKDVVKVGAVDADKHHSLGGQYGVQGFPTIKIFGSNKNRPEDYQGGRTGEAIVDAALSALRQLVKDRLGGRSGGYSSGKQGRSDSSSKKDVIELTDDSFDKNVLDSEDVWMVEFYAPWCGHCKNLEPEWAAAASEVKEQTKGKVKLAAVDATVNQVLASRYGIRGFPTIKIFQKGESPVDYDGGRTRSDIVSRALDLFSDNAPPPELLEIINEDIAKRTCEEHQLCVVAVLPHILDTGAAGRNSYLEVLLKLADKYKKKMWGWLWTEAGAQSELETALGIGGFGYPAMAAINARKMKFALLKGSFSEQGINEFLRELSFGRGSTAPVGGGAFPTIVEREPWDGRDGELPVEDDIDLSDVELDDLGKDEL
F508del corr: F508del CFTR correction, initial screen, CFBE line, single point; 350,000 tested, 0.36% active; CFBE cells, YFP halide quenching; stimulated with forskolin plus potentiator P3; % fluorescence drop versus neutral controls; activity (quench increase), % at 7.58 µM;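 active means mean added fluorescence quench of at least 8% versus neutral control, with both replicates also reaching 8%; inconclusive means only one of the mean or replicate conditions met; inactive means mean below 8% and not both replicates reaching 8%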;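 further: cells transiently co-express mutant CFTR-F508del with the halide-sensitive YFP; corrector assay measuring rescue of mutant channel to the surface after 24 h compound exposure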
* marks the source's active call; other numbers are inactive results; ? = inconclusive; · = no result given.

SMILES | PAX8 inh HTS | ARNT TACC3 PPI | DENV2 CPE rescue | GSIS activator | EWS-Fli block | Xi reactivation | ERp5 block | F508del corr
CC1CCc2c(sc(NC(=O)/C=C/c3cccs3)c2C(=O)O)C1 (stereo not drawn) | 38 | · | 0 | · | -34 | 0.2 | 0 | 2.4
COc1ccc(NC(=O)N(C)C[C@@H]2Oc3ccc(NC(=O)NC4CCCCC4)cc3C(=O)N([C@H](C)CO)C[C@H]2C)cc1 | -9 | -2 | -12 | -4 | 2 | 0.0 | -4 | -2.2
COC(=O)C1CCN(c2cc(Cl)nc(N)n2)CC1 | 2 | 2 | · | 48* | 13 | 0.4 | 1 | 0.2
O=C(c1ccc(COc2ccccc2)o1)N1CCN(S(=O)(=O)c2ccccc2Cl)CC1 | 1 | 7 | -6 | 9 | -5 | 0.0 | -5 | 0.3
O=C(NCC[C@H]1CC[C@H](NC(=O)c2cnccn2)[C@@H](CO)O1)c1ccc2c(c1)OCO2 | -4 | -4 | -6 | 13 | 4 | 0.2 | 10 | 0.1
CCCOc1ccc(NC(=O)CNC(=O)c2cc(OC)cc(OC)c2)cc1OCCC | 20 | -5 | -5 | -21 | 16 | 0.0 | 3 | 1.9
Cc1ccc(CN2CCN(/N=C/c3cc(Br)ccc3F)CC2)cc1 | -18 | 15 | 0 | -11 | -7 | 0.0 | 3 | 1.3
CCOC(=O)c1sc2nc(C)nc(Nc3ccc(OC)c(OC)c3)c2c1C | 8 | 0 | 8 | 15 | 3 | 0.0 | 0 | 0.5
C[C@@H]1CN([C@@H](C)CO)C(=O)c2cc(C#Cc3ccc(F)cc3)cnc2O[C@H]1CN(C)S(C)(=O)=O | · | -7 | 10 | 6 | -9 | 0.0 | 0 | -0.8
O=S(=O)(N[C@@H]1CC[C@H](CCn2cc(-c3cccnc3)nn2)O[C@@H]1CO)c1ccc(Cl)cc1 | 6 | -11 | 6 | 2 | 8 | 0.4 | 0 | -1.9
COc1ccccc1OCC(=O)OC/C(O)=C(\C#N)c1nc2ccccc2[nH]1 | -6 | 9 | -9 | -2 | -6 | 0.7 | 2 | -8.4
COC(=O)c1ccc2nc(-c3ccc(C#N)cc3)c(Cc3ccsc3)n2c1 | -5 | · | 0 | -10 | 9 | -0.1 | -8 | 2.9
Cc1cc(NC(=O)C(C)SCC(=O)OCc2ccc(Cl)cc2Cl)no1 (stereo not drawn) | 5 | · | 5 | -20 | 1 | -0.1 | 2 | 0.0
Cc1ccc(S(=O)(=O)N(C)C[C@@H]2OCCCC[C@H](C)Oc3ccc(NC(=O)Nc4ccc5c(c4)OCO5)cc3C(=O)N([C@H](C)CO)C[C@H]2C)cc1 | 23 | 30 | 1 | -8 | 1 | 0.2 | -6 | 1.1
COc1ccc(C(=O)N2C[C@@H]3[C@H](c4ccccc42)[C@@H](CO)N3C(=O)Cc2ccccn2)cc1 | 27 | 2 | -8 | 1 | -15 | 0.1 | -2 | 1.0
CN(NC(=O)COc1ccccc1)C1=NS(=O)(=O)c2ccccc21 | 11 | 0 | 3 | 3 | -10 | 0.0 | -13 | 1.8
O=c1c(Oc2ccccc2)coc2cc(O)cc(O)c12 | · | -22 | -10 | -1 | 2 | · | 9 | 4.2
Cc1c(OCC(=O)N[C@@H](Cc2ccccc2)C(=O)O)ccc2c3c(c(=O)oc12)CCC3 | · | 5 | -7 | · | -6 | · | 3 | 0.8
COC(=O)CCC(=O)N1CCCC(CO)(Cc2ccccc2)C1 (stereo not drawn) | -158 | -2 | -2 | -4 | -37 | 0.1 | 2 | 3.1
CC(C)NC(=O)Nc1ccc2c(c1)C(=O)N([C@H](C)CO)C[C@@H](C)[C@@H](CN(C)S(=O)(=O)c1ccccc1)OCCCC[C@@H](C)O2 | 10 | 3 | 2 | -29 | 4 | -0.1 | -9 | 4.2
O=C(/C=C/c1ccc(N2CCC(c3ccccc3)=N2)cc1)c1ccccc1 | 0 | · | 1 | 7 | -32 | 0.0 | 2 | 1.9
CCCCCn1c(=O)[nH]c2cc(C(=O)NCc3ccccn3)ccc2c1=O | -4 | 3 | 3 | 20 | -3 | 0.2 | 5 | -0.9
O=C(NCCCC1CCCC1)C1CCC(=O)N(Cc2ccccc2F)C1 (stereo not drawn) | -7 | -7 | -1 | -36 | 1 | 0.1 | -11 | 2.8
COc1cccc(CNc2nc3nc(C)c(Cl)c(=O)n3[nH]2)c1 | 21 | -2 | 11 | -7 | -1 | 1.0 | ? | -4.7
CN(Cc1cn(-c2ccccc2)nc1-c1ccc(Cl)cc1)C(=O)CCC(=O)O | 18 | 12 | -2 | 4 | -6 | -0.1 | -9 | ·
Nc1nc(-c2ccccc2)nn1S(=O)(=O)c1ccccc1 | 3 | 14 | 11 | 5 | 0 | 0.1 | 5 | 1.4
CC1CCC/C(=N\NC(=O)c2ccncc2)C1 (stereo not drawn) | 15 | 19 | 4 | 7 | -4 | 0.5 | 2 | -0.7
COc1ccc2oc(C(=O)N3CCN(c4ncccn4)CC3)c(C)c2c1 | -10 | -1 | 5 | 40 | · | 0.4 | -5 | -0.8
COc1ccccc1-c1ccc(/C=N/O)o1 | -8 | · | 4 | 23 | -19 | ? | 2 | -0.1
C=CC[C@@H](CC(=O)NCCO)C(=O)NC[C@H](OC(=O)[C@@H](CC=C)CC(=O)OC(C)(C)C)c1ccccc1 | -28 | 0 | -9 | -18 | 4 | 0.1 | -1 | 0.0
CCCCNC(=O)C1(C)CCCCN1C(=O)c1ccc(C#N)cc1 (stereo not drawn) | -11 | · | -10 | · | -7 | 0.5 | 5 | 1.2
O=C(O)CC(c1ccccc1)c1ccc2c(c1)OCO2 (stereo not drawn) | 33 | · | 9 | -6 | 7 | -0.1 | 4 | 2.7
Cc1ccccc1C1c2[nH]c3ccccc3c2C[C@H]2C(=O)N(C3CC3)CC(=O)N12 (stereo partly drawn) | 19 | -2 | 4 | · | 20 | 0.4 | -1 | 3.3
COc1ccccc1CCNC(=O)CSc1ccc(-c2ccco2)nn1 | 4 | 1 | 0 | 21 | -4 | 0.2 | -1 | 3.3
NC(CCc1ccccc1)c1csc(NC(=O)NCCc2ccccc2)n1 (stereo not drawn) | 2 | · | ? | 8 | 11 | -0.1 | 6 | 1.2
COc1ccccc1/C=N\Nc1cn[nH]c(=O)c1Cl | -22 | · | -2 | 9 | 13 | 0.0 | 2 | -0.2

Rewritten as a markdown table: entries from further up.
| molecule | PAX8 inh HTS | ARNT TACC3 PPI | DENV2 CPE rescue | GSIS activator | EWS-Fli block | Xi reactivation | ERp5 block | F508del corr |
| --- | --- | --- | --- | --- | --- | --- | --- | --- |
| COc1ccccc1-c1ccc(/C=N/O)o1 | -8 | · | 4 | 23 | -19 | ? | 2 | -0.1 |
| C=CC[C@@H](CC(=O)NCCO)C(=O)NC[C@H](OC(=O)[C@@H](CC=C)CC(=O)OC(C)(C)C)c1ccccc1 | -28 | 0 | -9 | -18 | 4 | 0.1 | -1 | 0.0 |
| CCCCNC(=O)C1(C)CCCCN1C(=O)c1ccc(C#N)cc1 (stereo not drawn) | -11 | · | -10 | · | -7 | 0.5 | 5 | 1.2 |

Later entries.
SMILES | PAX8 inh HTS | ARNT TACC3 PPI | DENV2 CPE rescue | GSIS activator | EWS-Fli block | Xi reactivation | ERp5 block | F508del corr
COC(=O)c1ccc(C)c(NC(=O)CN(c2ccccc2)S(=O)(=O)N(C)C)c1 | 6 | 1 | -4 | -5 | 11 | 0.0 | 3 | -7.5
O=C(O)c1cccc(N/N=C/c2cccs2)c1 | 100* | -11 | 1 | 9 | 85* | 0.0 | 1 | ·
COc1cccc(C(=O)N[C@H](C(=O)N2CCC[C@H]2C(=O)NCCc2ccccc2Cl)C(C)C)c1 | 13 | · | ? | · | 1 | 0.5 | 2 | -5.7
C[C@H](CO)N1C[C@H](C)[C@H](CN(C)S(C)(=O)=O)Oc2cc(C#Cc3ccc(F)cc3)ccc2S1(=O)=O | · | 11 | -7 | -26 | -2 | -0.5 | -2 | 3.3
CC(C)NC(=O)Nc1cccc2c1O[C@H](CN(C)C(=O)Nc1ccccc1)[C@@H](C)CN([C@@H](C)CO)C2=O | -21 | 7 | 48* | 4 | -9 | 0.1 | 3 | 2.2
Cc1c(NC(=O)C(C)OC(=O)c2cccc(S(=O)(=O)N3CCOCC3)c2)c(=O)n(-c2ccccc2)n1C (stereo not drawn) | 14 | · | -1 | 2 | -17 | -0.1 | 8 | -0.8
Cc1cc(C)cc(N(CC(=O)NC2CCCC2)S(=O)(=O)c2c(C)[nH]c(=O)[nH]c2=O)c1 | -19 | -8 | 12 | -7 | -1 | 1.9 | -2 | 0.8
Cc1ccc(S(=O)(=O)Nc2ccc(N3CCOCC3)cc2)cc1C | -7 | · | 10 | -5 | -4 | 0.2 | 4 | 1.8
COc1ccccc1N1C(=O)c2ccccc2NC1c1cc(OC)c(OC)c(OC)c1 (stereo not drawn) | -8 | 4 | -3 | -11 | 10 | 0.5 | -2 | -0.1
CC(C)(C)C(=O)Nc1sc2c(c1C#N)CCC2 | -3 | -10 | -1 | 5 | -10 | 0.0 | 0 | -0.9
O=C1CS(=O)(=O)C(c2ccccc2)N1c1cccc(Cl)c1 (stereo not drawn) | -3 | 9 | 3 | · | -10 | · | 0 | 2.3
C[C@H](CO)N1C[C@H](C)[C@@H](CN(C)C(=O)Cc2ccccc2)Oc2cc(C#CC3CCCC3)ccc2S1(=O)=O | 60 | 13 | -3 | -1 | 21 | 0.3 | -2 | -1.5
O=C(C[C@H]1CC[C@@H]2[C@H](COC[C@H](O)CN2C(=O)c2ccccc2F)O1)NCc1ccc(Cl)cc1 | -8 | -11 | 7 | -4 | 5 | 0.0 | 4 | 1.1
COc1ccc(CN(C)C[C@@H]2OCc3cn(nn3)CCCC(=O)N([C@@H](C)CO)C[C@@H]2C)cc1 | · | -7 | 0 | 1 | 3 | -0.1 | 4 | -0.7
Cc1nn2c(C)c(C(=O)Nc3ccccc3)cnc2c1-c1ccccc1 | -1 | 5 | 42* | -28 | 3 | 0.0 | -3 | 1.9
CCC(=O)Nc1ccc2c(c1)C(=O)N(C)[C@@H]1CC[C@@H](CC(=O)N[C@H](C)c3ccccc3)O[C@H]1CO2 | 10 | 13 | 10 | 9 | 1 | 0.3 | -3 | -3.2
COc1ccc(OC)c(CN2CCN(C(=O)CCC(=O)c3cccs3)CC2)c1 | 8 | 10 | ? | 4 | 4 | 0.0 | 3 | -0.5
CC(=O)c1cnc2cc(-c3cccc(Br)c3)nn2c1C | -37 | -2 | -3 | 1 | -97 | 0.0 | 0 | 2.2
Cc1c(OCC(=O)NCc2ccncc2)ccc2c3c(c(=O)oc12)CCC3 | -9 | 1 | -1 | 4 | 10 | 0.1 | 6 | 2.7
CCN1CCN(C(=O)C(Cc2ccccc2)NC(=O)c2ccc(Cl)c(S(=O)(=O)N(C)C)c2)CC1 (stereo not drawn) | 8 | 1 | 9 | · | 3 | -0.1 | 2 | -0.4
O=C(C[C@@H]1C=C[C@@H](NS(=O)(=O)c2ccc(F)cc2)[C@H](CO)O1)N1CCC(Cc2ccccc2)CC1 | 21 | -1 | -9 | -28 | 10 | 0.1 | 2 | 0.4
NC(=O)CSc1nccn1Cc1ccccc1 | 29 | -4 | 9 | 7 | 14 | 0.0 | 8 | 0.2

Source: PubChem BioAssay
